Sm TGR block – inhibitors of Schistosoma mansoni thioredoxin glutathione reductase; Q962Y6; purified TGR, DTNB reduction, TNB absorbance 405 nm; Potency, µM (doses to about 114 µM), without a hit: at the highest dose activity change, negative = inhibition, actives largely listed as inhibitors; hit rate 3% among 360,000; AID 485364; further: nearly all actives have a fitted effect of over 60% in size
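Kinetic colorimetric format: TGR-catalysed, NADPH-driven DTNB reduction monitored via TNB absorbance. Enzyme dispensed at 20 nM; compound exposure 15 min at room temperature before reaction start.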
Pf growth 48h – P. falciparum growth inhibition at 48 hours (one generation); Potency, µM (highest dose often 28.7 µM), for inactives: at the highest dose activity change, negative = inhibition, most hits filed as inhibitors; AID 504832; hit rate 5.9% among 310,000; P. falciparum luciferase growth in erythrocytes, 48 h
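A one-generation exposure of luciferase-tagged malaria parasites in RPMI 1640/Albumax erythrocyte culture, 37 C and 5% CO2. Inhibition is inferred from decreased luminescence after adding detection reagent.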
HCV inh – HCV inhibition; Huh7.5.1 HCVcc-Cre infection, luciferase reporter, 44 h; Potency, µM (titrated, usually from 41.8 µM), for the others: at the highest dose activity change, negative = inhibition, actives largely listed as inhibitors; hit rate 3.4% among 340,000; AID 651820
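Antiviral activity was scored by luciferase reporter output from cells infected with HCVcc-Cre (~0.5 moi) in presence of compound, 44 h infection period, cells seeded 1,000/well 4 h prior.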
Tb PYK inh – inhibitors of Trypanosoma brucei pyruvate kinase; TbPYK enzyme, Kinase-Glo Plus ATP luminescence, 45 min; Potency, µM (titrated, usually from 76.8 µM), without a hit: top-dose activity, negative = inhibition, most hits filed as inhibitors; hit rate 0.12% among 410,000; AID 624173; further: nearly all actives have a fitted effect of over 50% in size
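Quantitative HTS: titrated library compounds versus trypanosomal pyruvate kinase in TEA buffer (pH 7.2) containing KCl, MgCl2, BSA and Tween-20. Reactions were initiated with ADP, 130 uM final. Kinase-Glo Plus luminescence was read after 45 min at RT.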
Pf growth 96h – inhibits malaria parasite growth, 96 h. P. falciparum luciferase reporter growth, 96 h. Potency, µM (doses to about 28.7 µM), for inactives: at the top dose activity change, negative = inhibition, actives largely listed as inhibitors. hit rate 6.9% among 320,000
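Delayed-death screen, second-generation endpoint: infected erythrocytes, 2% hematocrit, 0.05% parasitemia final; 96 hours at 37 C, 5% CO2; luciferase detection reagent; luminescence decrease equals reduced growth.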
LmPK inh – LmPK (Leishmania mexicana) enzyme inhibition | Q27686 | purified LmPK, Kinase-Glo ATP luminescence, 1 h | Potency, µM (titrated, usually from 57.5 µM), inactives show at the highest dose activity change, negative = inhibition, actives largely listed as inhibitors | hit rate 0.37% among 290,000 | AID 1721
Target sequence (Q27686 whole entry, looked up): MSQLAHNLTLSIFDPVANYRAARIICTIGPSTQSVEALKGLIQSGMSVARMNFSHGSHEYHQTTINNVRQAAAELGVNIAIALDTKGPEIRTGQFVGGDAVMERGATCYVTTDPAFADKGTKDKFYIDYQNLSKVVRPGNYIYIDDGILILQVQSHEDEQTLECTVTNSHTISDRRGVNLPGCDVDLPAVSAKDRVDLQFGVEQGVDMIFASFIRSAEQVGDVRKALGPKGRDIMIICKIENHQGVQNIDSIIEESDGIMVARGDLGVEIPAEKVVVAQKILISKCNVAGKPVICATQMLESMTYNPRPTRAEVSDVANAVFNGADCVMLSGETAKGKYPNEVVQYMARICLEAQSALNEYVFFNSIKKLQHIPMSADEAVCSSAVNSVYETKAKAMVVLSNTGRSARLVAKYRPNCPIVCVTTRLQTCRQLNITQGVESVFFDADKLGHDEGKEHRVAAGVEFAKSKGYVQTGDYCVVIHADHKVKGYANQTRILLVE
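In 50 mM imidazole pH 7.2 with 7 mM MgCl2, LmPK (0.1 nM) turned over PEP (0.5 mM) and ADP (0.1 mM) for 1 h at room temperature. Luciferase read-out of ATP.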
Active calls of the source: *; ? = inconclusive; · = not tested or not shown; & = joins results of further samples; [ ] = remark or other dose. The call rests on the fitted dose curve; in most records, active means well fitted curve in the direction sought with a large enough effect; inconclusive means small, poorly fitted or top-dose-only effect, or another doubt; inactive means no such curve, though single readings can be large; an effect the other way counts as inactive or inconclusive. On the % scale 0 is the no-effect control and ±100 the full control effect; potency means the concentration at half of the fitted maximal effect. Rows are unselected; about 16% have a hit in one of these screens.

SMILES	Sm TGR block	Pf growth 48h	HCV inh	Tb PYK inh	Pf growth 96h	LmPK inh
Cc1c(C)c2ccc(OC(C)C(=O)N3C[C@H]4C[C@@H](C3)c3cccc(=O)n3C4)c(C)c2oc1=O (stereo partly specified)	-1.8%	20.1%	30.2%[activator]	-4.5%	?	-2.4%
Cc1cc(C(=O)Cn2nnc(-c3ccc(Cl)cc3)n2)c(C)n1-c1ccccc1	-5.7%	14.1%	8.4%	-5.8%	19.7%	-2.1%
O=C(CSc1nnc(-c2ccccc2Br)o1)Nc1nncs1	·	9.2%	15.6%	6.3%	?	0.6%
C/C(=N\NC(=O)c1ccc2nc[nH]c2c1)c1ccc([N+](=O)[O-])cc1	8.3%	16.3%	·	·	-18.1%	4.0%
COc1ccccc1-c1noc(CCC(=O)NC2CCCC2)n1	-4.2%	-1.5%	-6.3%	-1.8%	2.62µM*	-1.6%
CC(C)n1cnnc1SCC(=O)NCC(=O)Nc1ccc(F)cc1	-0.1%	-12.3%	-3.0%	-5.6%	12.8%	·
CCOC(=O)N1CCN(Cc2nc3ccc([N+](=O)[O-])cc3c(=O)n2-c2cccc(OC)c2)CC1	?	?	-4.7%	8.8%	2.33µM*	-1.0%
COc1ccc(/C(C)=N/NC(=O)c2sccc2-n2cccc2)cc1	-6.2%	-28.3%	0.9%	0.4%	-20.1%	8.1%
CCOC(=O)c1ccc(NC(=O)CC2C(=O)N(c3ccc(F)cc3)C(=O)N2CCC(C)C)cc1 (stereo unspecified)	?	·	3.3%	12.0%	5.86µM*	10.9%
O=C(CNC(=O)c1ccc(Cl)cc1)NC(CO)c1ccccc1 (stereo unspecified)	-1.9%	-6.9%	-3.3%	-3.7%	9.4%	5.4%
COc1cc2[nH]c3ccccc3c2cc1C	-6.0%	60.9%[activator]	2.3%	-1.3%	-12.7%	-0.2%
CC1=CC(C)(C)NC(=S)N1c1ccc2ccccc2c1	-27.6%	·	?	0.0%&-4.9%	?	-7.3%
COc1ccc(S(=O)(=O)N2CCN(C(=O)[C@H](Cc3ccccc3)NC(=O)c3ccco3)CC2)cc1	-4.3%	?	-7.7%	-1.6%	?	·
O=S(=O)(Nc1ccc(Cc2ccncc2)cc1)c1ccc(Cl)c(Cl)c1	13.8%	?	7.94µM*	-2.2%	?	4.2%
COc1cccc(CNC(=O)C2CCN(S(=O)(=O)c3ccc4c(c3)CCC(=O)N4)CC2)c1	0.0%	·	4.9%	-0.6%	?	12.6%
COc1c2c(nc3occc13)C(CC=C(C)C)(OC)C(OC(C)=O)CC2 (stereo unspecified)	-0.4%	?	5.1%	0.7%	-23.9%	6.3%
COc1ccc2c(c1)-c1nc(NC(=O)c3ccco3)sc1CC2	6.1%	154.3%[activator]	-4.1%[0.335 µM]	-1.2%	0.0%	0.1%
CC1CCC(NC(=O)C2c3ccccc3C(=O)N2Cc2ccc3c(c2)OCO3)CC1 (stereo unspecified)	14.1%	0.0%	11.8%	-0.6%	56.1%[activator]	0.6%
COc1ccccc1OCCSc1nnc(C)n1-c1ccccc1	8.6%	·	19.8%	1.5%	?	-1.5%
NNC(=O)c1ccc(COc2ccc(Br)cc2)o1	-6.5%	10.5%[0.00184 µM]	1.3%	0.8%	9.2%	1.1%
O=C(NCCCN1CCCC1=O)C1CCN(S(=O)(=O)c2cccc(C(F)(F)F)c2)CC1	4.8%	-7.1%	-11.3%	-6.7%	0.2%	·
COc1cccc(CNS(=O)(=O)c2ccc3c(c2)CC(C)N3C(=O)C2CC2)c1 (stereo unspecified)	15.1%	3.7%	?	2.0%	10.4%	1.5%
Cc1nn2c(C(F)(F)F)c3c(nc2c1-c1ccccc1)CCC3	·	-12.2%	8.1%	-1.5%	5.0%	4.3%
O=C(N/N=C\c1ccccn1)c1ccccc1O	-1.0%	?	2.8%	1.4%	52.4%[activator]	-6.7%

Shown field by field: three of the compounds above
COc1cccc(CNS(=O)(=O)c2ccc3c(c2)CC(C)N3C(=O)C2CC2)c1 (stereo unspecified)
  Sm TGR block = 15.1%	Pf growth 48h = 3.7%	HCV inh = ?	Tb PYK inh = 2.0%	Pf growth 96h = 10.4%	LmPK inh = 1.5%

CC1CCC(NC(=O)C2c3ccccc3C(=O)N2Cc2ccc3c(c2)OCO3)CC1 (stereo unspecified)
  Sm TGR block = 14.1%	Pf growth 48h = 0.0%	HCV inh = 11.8%	Tb PYK inh = -0.6%	Pf growth 96h = 56.1%[activator]	LmPK inh = 0.6%

COc1ccccc1OCCSc1nnc(C)n1-c1ccccc1
  Sm TGR block = 8.6%	Pf growth 48h = ·	HCV inh = 19.8%	Tb PYK inh = 1.5%	Pf growth 96h = ?	LmPK inh = -1.5%

(next part)
SMILES	Sm TGR block	Pf growth 48h	HCV inh	Tb PYK inh	Pf growth 96h	LmPK inh
O=C(Nc1cc(Cl)ccc1O)C1CC(c2ccccc2O)=NO1 (stereo unspecified)	?	82.0%[activator]	6.7%	-14.4%	240.2%[activator]	10.3%
CC(=O)c1ccc(NC(=O)c2ccccc2-c2ccccc2C(=O)O)cc1	4.1%	0.0%	7.8%	-4.9%	4.65µM*	0.0%
Nc1[nH]c2cc([N+](=O)[O-])ccc2c1-c1ccccn1	-6.3%	?	12.6µM*	-8.3%	?	0.7%
O=[N+]([O-])c1ccc(N2CCN(CCO)CC2)cc1Sc1ccccn1	8.5%	-28.1%	-1.4%	-0.4%	?	-1.3%
COC(=O)CNc1nc(Cl)nc(Nc2ccc(Cl)cc2)n1	-6.1%	-7.2%	10.5%	-4.4%	-25.2%	-4.5%
COc1cccc(-c2ccc(C#N)c(SCC(=O)NCc3ccco3)n2)c1	·	-2.5%	-3.8%	-2.1%	-4.8%	-0.2%
CCCCNC(=O)C1Cc2cc(S(=O)(=O)N3CCCCC3)ccc2N1C(C)=O (stereo unspecified)	3.3%	-0.5%	6.5%	-1.9%	?	-9.3%
COc1ccc(OCC(=O)N2CCN(CC3CC4C=CC3C4)CC2)cc1 (stereo unspecified)	-6.3%	-22.5%	10.7%	4.2%	11.9%	-1.8%
Cn1nnnc1SCCNCc1ccncc1	-17.6%	6.2%	9.1%	-4.8%	?	-3.8%
C=CCOc1ccc(-c2nc3c(c(=O)[nH]c(=O)n3CCCC)n2C)cc1Br	-0.9%	1.8%	-18.2%	-1.7%	0.6%	2.0%
O=C(COC(=O)CCC(NC(=O)OCc1ccccc1)C(=O)OCC(=O)Nc1ccccc1)Nc1ccccc1 (stereo unspecified)	-17.3%	3.3%	30.4%[activator]	-2.7%	-17.0%	0.0%
Cc1cc2nnc(SCC(=O)N3CCN(c4ccccc4)CC3)n2c(N)n1	7.4%	2.6%	8.0%	1.0%	68.6%[activator]	-2.7%

Ordered by count of non-hydrogen atoms (ascending): three of the compounds above.
SMILES	Sm TGR block	Pf growth 48h	HCV inh	Tb PYK inh	Pf growth 96h	LmPK inh
Cn1nnnc1SCCNCc1ccncc1	-17.6%	6.2%	9.1%	-4.8%	?	-3.8%
COC(=O)CNc1nc(Cl)nc(Nc2ccc(Cl)cc2)n1	-6.1%	-7.2%	10.5%	-4.4%	-25.2%	-4.5%
CCCCNC(=O)C1Cc2cc(S(=O)(=O)N3CCCCC3)ccc2N1C(C)=O (stereo unspecified)	3.3%	-0.5%	6.5%	-1.9%	?	-9.3%

Next section.
SMILES	Sm TGR block	Pf growth 48h	HCV inh	Tb PYK inh	Pf growth 96h	LmPK inh
COC(=O)Nc1ccc(S(=O)(=O)N2CCCC(C(=O)N3CCCCCC3)C2)cc1 (stereo unspecified)	-8.7%	0.0%	-8.6%	-8.3%	?	2.4%
CCCOc1ccc(-c2c(C(=O)N/N=C/c3ccc(OC)cc3)nnn2-c2nonc2N)cc1	-3.2%	1.4%	13.0%	4.0%	-2.6%	1.4%
S=C(NC1CCCCC1)N1CCN(Cc2ccccc2Cl)CC1	13.6%	?	?	-3.4%	?	5.2%
COc1cccc(CN(C(=O)c2ccccc2)C2CCS(=O)(=O)C2)c1 (stereo unspecified)	-3.1%	26.4%	4.0%	1.3%	-4.4%	2.9%
COc1ccc(C(CCN2CCN(c3ccccc3)CC2)c2c(OC)cc(OC)c3c(-c4ccccc4)cc(=O)oc23)cc1 (stereo unspecified)	12.4%	3.29µM*	-20.8%	1.7%	4.65µM*	5.5%
CCCCNC(=O)CO/N=C(\C)c1cc2ccccc2o1	-7.8%	49.4%[activator]	-9.4%	3.2%	-17.7%	0.6%
COc1ccc(C(=O)NNC(=O)Cc2ccc(-c3ccccc3)cc2)cc1OC	0.1%	0.0%	-29.7%	2.3%	90.0%[activator]	1.9%
CCCC1(C(=O)OC)NC(c2ccc(OC)c(OC)c2)C2C(=O)N(c3cccc(C(C)=O)c3)C(=O)C21 (stereo unspecified)	-12.7%	?	5.1%	-13.2%	-34.2%	-1.4%
Cc1cccc(-n2c(C)n[nH]c2=S)c1C	2.2%	14.1%	-3.8%	?	-4.7%	?
N#Cc1ccc(COC(=O)c2ccc3c(=O)[nH]c(CN4CCOCC4)nc3c2)cc1	0.3%	-12.4%	-8.2%	·	5.7%	-3.6%
CCCC1(C(=O)OC)NC(c2ccco2)C2C(=O)N(c3ccc(C)cc3)C(=O)C21 (stereo unspecified)	-28.0%	3.0%	-34.4%	1.4%	?	0.5%
CCOc1ccc(CNC(=O)Cn2ccc3cc(S(=O)(=O)N4CCCC4)ccc32)cc1	0.2%	?	-16.1%	-5.9%	?	6.5%
Cc1csc(NC(=O)CSc2nnc(NC(=O)COc3ccccc3)s2)n1	-2.0%	25.3%	-6.8%	1.8%	-7.5%	-2.4%
CCOC(=O)c1ccc(Nc2nc(-c3cccnc3)nc3ccccc23)cc1	-14.3%	5.86µM*	?	-6.5%	79.0%[activator]	3.4%
COc1cccc(C(c2nnnn2C(C)(C)C)N2CCN(C3CCCCC3)CC2)c1OC (stereo unspecified)	?	2.9%	5.7%	-14.3%	·	1.5%
O=C(Cn1cnc2c(nnn2Cc2ccc(F)cc2)c1=O)NCC1CCCO1 (stereo unspecified)	0.0%	-11.9%	17.4%	-2.9%	·	-1.8%
COc1ccccc1NC(=O)Cn1cnc2c(oc3nc4c(cc32)CCCC4)c1=O	-14.2%	?	-24.2%	-1.7%	?	8.9%
C[C@]12Cc3nonc3C[C@@H]1CC[C@@H]1[C@@H]2CC[C@@]2(C)[C@H]1CC[C@]2(C)O	·	-14.1%	·	-2.1%	?	·
CCC1CCCCN1S(=O)(=O)Cc1ccccc1Cl (stereo unspecified)	-10.1%	0.0%	-12.6%	-7.2%	15.2%[5.75 µM]	-2.4%
CC(Cc1cccs1)NCc1ccccc1 (stereo unspecified)	-0.9%	367.0%	15.6%	-5.2%	-5.6%	-9.3%
O=C(Nc1ccc2c(c1)OCCO2)c1ccc(CN2CCOCC2)cc1	3.5%	86.1%[activator]	-29.0%	0.8%	?	-5.5%
Cn1ncc([N+](=O)[O-])c1C(=O)Nc1ccc(-c2nc3ccccc3[nH]2)cc1	-10.1%	?	?	-1.9%	?	2.4%
O=C(c1cc2c(ccc3ccccc32)oc1=O)N1CCN(CCO)CC1	-10.6%	5.6%	11.4%	1.7%	90.5%[activator]	0.1%
CC(=O)Nc1ccc(C(=O)Nc2ccc(S(=O)(=O)N3CCOCC3)cc2)cc1	-0.7%	?	-12.1%	-4.7%	8.28µM*	-6.3%
